FBPA Giardia inh = qHTS Assay for Inhibitors of Fructose-1,6-bisphosphate Aldolase from Giardia Lamblia; A8B2U2; actives 0.71% (n = 290,000); Potency, µM (series often up to 59.6 µM), without a hit: at the highest dose activity, negative = inhibition, actives largely listed as inhibitors; purified Giardia FBPA; note: potency is the fitted concentration of half-maximal effect; nearly all actives have a fitted effect of over 55% in size
Target sequence (A8B2U2 whole entry, looked up): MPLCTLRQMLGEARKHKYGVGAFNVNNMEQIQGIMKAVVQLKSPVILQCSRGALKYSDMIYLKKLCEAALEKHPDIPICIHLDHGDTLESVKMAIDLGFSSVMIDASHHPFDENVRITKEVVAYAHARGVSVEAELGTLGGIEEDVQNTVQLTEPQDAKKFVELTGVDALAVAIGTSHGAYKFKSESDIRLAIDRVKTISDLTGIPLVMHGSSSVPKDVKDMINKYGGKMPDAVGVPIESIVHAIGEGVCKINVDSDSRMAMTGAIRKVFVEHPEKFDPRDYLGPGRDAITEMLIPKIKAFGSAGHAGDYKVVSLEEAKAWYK
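Giardia FBPA (40 nM reagent) was preincubated 10 min at RT with compound (up to 57.5 uM final), then substrate plus GAPDH/TPI/NAD/arsenate coupling system with diaphorase/resazurin was added; resorufin fluorescence (525/598 nm) was read after 20 min.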
AmpC inh detg = qHTS Inhibitors of AmpC Beta-Lactamase (assay with detergent); P00811; actives 0.041% (n = 370,000); AmpC hydrolysis of nitrocefin, absorbance 480 nm, 0.01% Triton; AID 485294, 2010; Potency, µM (highest dose often 114 µM), without a hit: top-dose activity change, negative = inhibition, usual class: inhibitors;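 note: potency is the fitted concentration of half-maximal effect; 0% = no-compound wells and -100% = no-enzyme wells; nearly all actives have a fitted effect of over 25% in size; some results filed as inactive show a strong effect at the top dose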
Target sequence (P00811 whole entry, looked up): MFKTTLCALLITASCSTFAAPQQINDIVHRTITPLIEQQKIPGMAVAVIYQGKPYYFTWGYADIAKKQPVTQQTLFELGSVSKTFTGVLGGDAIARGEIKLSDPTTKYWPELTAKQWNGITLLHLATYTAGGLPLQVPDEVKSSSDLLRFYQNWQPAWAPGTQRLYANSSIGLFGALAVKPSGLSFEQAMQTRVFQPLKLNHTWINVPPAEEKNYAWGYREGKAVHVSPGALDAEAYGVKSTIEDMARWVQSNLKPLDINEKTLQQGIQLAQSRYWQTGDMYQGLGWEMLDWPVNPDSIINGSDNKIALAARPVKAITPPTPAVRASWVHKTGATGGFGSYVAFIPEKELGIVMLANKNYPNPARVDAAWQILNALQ
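20 mM phosphate pH 7.0 + 0.01% (detergent screen) or 0.0001% Triton X-100; 5.3 nM AmpC reagent; cpd preinc 15 min RT; nitrocefin (800 uM stock) to start; A480 q20 s × 4 min; Activity was normalised to no-enzyme and no-compound control wells.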
HCMV antiviral = qHTS Assay for inhibitors of the human cytomegalovirus (HCMV) | HFF cells, HCMV-luciferase reporter, 72 h; stronger effect = lower value | activity change, negative = inhibition, % at 57.5 µM | actives 4.5% (n = 410,000) | AID 1259415, 2018; in the data active = activity change below about -60%; inconclusive = no clear call, values can overlap the other calls; inactive = above about -39%
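Compounds were evaluated in HFFs infected with an HCMV luciferase reporter virus (MOI 1 PFU/cell). Luciferase in lysates collected 72 h post infection served as the replication measure.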
AmpC no deterg = qHTS Inhibitors of AmpC Beta-Lactamase (assay without detergent). actives 0.52% (n = 330,000). Potency, µM (highest dose often 57.1 µM), inactives show at the highest dose activity change, negative = inhibition, hits mostly inhibitors. AID 485341, 2010. P00811. AmpC nitrocefin hydrolysis, absorbance 480 nm, 0.0001% Triton;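 note: potency is the fitted concentration of half-maximal effect; plate controls were no compound for no effect and no enzyme for full effect; nearly all actives have a fitted effect of over 20% in size; some results filed as inactive show a strong effect at the top dose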
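20 mM phosphate pH 7.0 + 0.01% (detergent screen) or 0.0001% Triton X-100; 5.3 nM AmpC reagent; cpd preinc 15 min RT; nitrocefin (800 uM stock) to start; A480 q20 s × 4 min; Activity was normalised to no-enzyme and no-compound control wells.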
AMA1 RON2 block = qHTS for Inhibitors of AMA1-RON; Towards Development of Antimalarial Drug Lead: Primary Screen. AlphaScreen AMA1-biotinylated RON2 peptide binding. actives 0.2% (n = 360,000). AID 720542, 2013. Potency, µM (titrated, usually from 58.2 µM), without a hit: at the top dose activity change, negative = inhibition, actives largely listed as inhibitors;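 note: potency is the fitted concentration of half-maximal effect; 0% = vehicle wells and -100% = peptide control; nearly all actives have a fitted effect of over 45% in size; some results filed as inactive show a strong effect at the top dose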
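AMA1 (3D7) with his tag at 25 nM final met compounds first, then biotinylated RON2 peptide at 25 nM; detection used donor plus acceptor beads, 10 µg/mL apiece, read by AlphaScreen after 30 min at room temperature.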
Sm TGR block = qHTS Assay for the Inhibitors of Schistosoma Mansoni Peroxiredoxins; purified TGR, DTNB reduction, TNB absorbance 405 nm; actives 3% (n = 360,000); Potency, µM (doses to about 114 µM), for inactives: top-dose activity change, negative = inhibition, usual class: inhibitors; note: potency is the fitted concentration of half-maximal effect; nearly all actives have a fitted effect of over 60% in size
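TGR 20 nM + NADPH 100 uM (dispensed conc.), cpd preinc 15 min RT; start with NADPH (500 uM addition) then DTNB (15 mM addition). Kinetic TNB absorbance, 405 nm filter. Four-parameter Hill fit across titration.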
* hit, by the source's call; ? = inconclusive; . = not tested or not shown; [ ] = remark or other dose. Unless noted, calls come from the whole dose curve; as a rule, active = well fitted curve in the direction sought with a large enough effect; inconclusive = small, poorly fitted or top-dose-only effect, or another doubt; inactive = no such curve, though single readings can be large; an effect the other way counts as inactive or inconclusive. Unless noted, % is set by controls: 0 for no effect and ±100 for the full control effect.

SMILES	FBPA Giardia inh	AmpC inh detg	HCMV antiviral	AmpC no deterg	AMA1 RON2 block	Sm TGR block
Cc1ccc(NS(=O)(=O)c2cccc(C(=O)NCC(c3cccs3)N3CCOCC3)c2)cc1 (centres undefined)	.	2%	42	-1%	-8%	1%
COC(=O)c1sc2nc3c(cc2c1N)C(=O)CC(C)(C)C3	2%	-20%	59	-15%	3%	7%
NC(=O)c1nnn(-c2ccc([N+](=O)[O-])cc2)c1-c1ccccc1	2%	5%	9	-16%	-6%	9%
NC(=O)c1ccc(NC(=O)CCC(=O)c2cccs2)cc1	-13%	0%	13	-50%	-7%	?
Cc1cc(N2C(=O)C3CCCN3C2c2ccccc2)no1 (centres undefined)	-3%	-2%	21	2%	0%	2%
CCSC(=O)CCCCCCCCCCCO	6%	-3%	23	30%	33%[activator]	-4%
CCn1c(SCC(=O)Nc2ccc(OC)cc2)nc2c1c(=O)n(C)c(=O)n2C	.	3%	-4	-14%	-27%	-7%
COc1ccccc1CNC(=O)C/C(C)=N/NC(=O)COc1ccc(C)cc1Br	0%	-6%	-9	62%[activator]	37%[activator]	4%
Cc1ccc(NC(=O)C2CCN(c3cnccn3)CC2)cc1C	0%	-6%	-25	1%	-4%	.
N#CC(=NCc1cccnc1)C1=C(O)c2ccccc2C1=O	?	-3%	35	7%	-14%	11%
CCOc1ccc(-n2c(Cc3ccccc3)nnc2SCc2nc(-c3ccccc3OC)no2)cc1	.	13%	-17	.	.	4%
COc1cc(NS(C)(=O)=O)cc(OC)c1OC	3%	-8%	-16	-24%	-7%	50%[activator]
COc1ccc(Nc2nc(N3CCN(C)CC3)nc3ccccc23)c(OC)c1	3%	-3%	-36	84%[activator]	-7%	.
NC(=O)CSc1nnc([C@@H](N)Cc2c[nH]c3ccccc23)o1	-28%	3%	7	-5%	51%[activator]	-3%
CCOC(=O)N1CCC(c2cc(=O)n3[nH]c(C)c(-c4ccc(F)cc4)c3n2)CC1	17%	?	-13	25µM*	128%[activator]	-1%
Cc1ccc(C(=O)NCC(=O)N2CCCN(C)CC2)cc1C	.	.	-7	27%	-2%[11.6 µM]	.
Cc1cc(C(F)(F)F)nc(Nc2nc(C)c3ccccc3n2)n1	-7%	-2%	2	-24%	-14%	7%
O=C(c1ccc(Cl)c([N+](=O)[O-])c1)N(Cc1ccco1)C1CCS(=O)(=O)C1 (centres undefined)	.	2%	0	4%	2%	-13%
COc1ccc(S(=O)(=O)N2CCCCC2)cc1NC(=O)c1ccccc1	.	0%	-16	-7%	-6%	-2%
CC(Nc1nc2ccccc2n2cnnc12)c1ccccc1 (centres undefined)	-1%	1%	-36	36%	-9%	4%
CCc1ccc(NC(=O)C2=CC(c3ccc(OC)cc3)=NS(=O)(=O)N2C)cc1	-5%	-17%	-17	-43%	-13%	-8%
CCOc1ccccc1-n1c(COc2ccccc2)nnc1SCC(N)=O	3%	-4%	-8	-2%	-9%	-27%
CCC(=O)N1CCc2cc(Br)cc(S(=O)(=O)N3CCCC(C(=O)NCc4cccc(OC)c4)C3)c21 (centres undefined)	.	2%	-35	.	.	-12%
Cc1nc2scc(C)n2c(=O)c1S(=O)(=O)NCCc1ccc(Cl)cc1	15%	?	-21	93%[activator]	-20%	4%
COC(=O)c1ccc2c(CCO)c[nH]c2c1	7%	3%	-31	-26%	16%	5%
Following part
SMILES	FBPA Giardia inh	AmpC inh detg	HCMV antiviral	AmpC no deterg	AMA1 RON2 block	Sm TGR block
Cc1ccccc1NS(=O)(=O)c1ccc(NC(=O)c2nc3ncccn3n2)cc1	1%	5%	-37	-23%	10%	-3%
CC1=C(C(=O)OC(C)C)C(c2coc3ccccc3c2=O)C2=C(CCCC2=O)N1 (centres undefined)	-4%	-17%	-4	30%	6%	6%
COc1cc2c(cc1C=O)OCO2	-9%	9%	43	-3%	-4%	5%
O=C(c1ccoc1)N1CCC2(CC1)Oc1ccc(F)cc1C(=O)C21CC(c2ccccc2)=NO1 (centres undefined)	1%	-12%	-8	107%[activator]	-15%	?
CCCCOC(=O)c1ccc(NC(=O)C(=O)NCCN(C)C)cc1	12%	-3%	5	14%	-7%	4%
Cc1ccc(CNC(=O)C2CCCN(S(C)(=O)=O)C2)cc1 (centres undefined)	-6%	?	44	-12%	-4%	7%
O=[N+]([O-])c1ccc(C(O)C(CO)NC(=S)Nc2ccccc2)cc1 (centres undefined)	-4%	1%	12	-23%	-1%	-3%
O=C(Nc1cccnc1)c1cc(-c2ccccc2O)on1	-2%	4%	?	-27%	6%	15%
O=C(CSc1ncnc2c1cnn2-c1ccccc1)NC1CCS(=O)(=O)C1 (centres undefined)	.	0%	10	-9%	-2%	10%
O/N=C/c1ccc(OCc2ccccc2)c(Br)c1	1%	?	108	-15%	-10%[11.6 µM]	-14%
Cc1cccc(-c2cc3nc(C)c(C)c(NCCCn4ccnc4)n3n2)c1	4%	-10%	-25	104%[activator]	-16%	10%
COc1ccc(C2Nc3ccccc3C(=O)N2c2ccccc2)cc1CN1CCOCC1 (centres undefined)	-3%	2%	-22	15%	-11%	.
CCOc1cc2c(cc1OCC)C(C(=O)O)C(c1cc(OC)c(OC)c(OC)c1)N(C)C2=O (centres undefined)	6%	1%	3	?	8%	16%
S=C(NCCN1CCOCC1)N/N=C/c1cccs1	7%	-1%	26	-12%	86%[activator]	-1%
Cc1[nH]c(C)c(S(=O)(=O)N(C)Cc2ccccc2)c1C(=O)N1CCCC1	9%	-11%	-19	-1%	11%	-21%
CCOc1c(Br)cc(/C=C2\N=C(C)OC2=O)cc1Br	6%	-14%	64	-25%	-5%	?
Cc1ccc(NC(=S)N(CCN2CCOCC2)Cc2ccccc2F)cc1Cl	0%	-7%	?	51%	-23%	1%
CCCN1CN(Cc2ccco2)c2nc3ccccc3n2C1	2%	-2%	20	4%	-8%	4%
CC1CC(=O)NN=C1c1ccc(N)c([N+](=O)[O-])c1 (centres undefined)	-6%	-11%	89	-12%	17%	-6%
Cc1cc(N2CCCCC2)nc(N2CCOCC2)n1	4%	1%	-31	-14%	-14%	4%
C/C(=N\NC(=O)c1ccc(F)cc1)c1cccc(NC(=O)c2cccc(F)c2)c1	.	-1%	-14	-23%	54%[activator]	-11%
CN(Cc1ccccc1)C(=O)c1ccc(NC(=O)Cc2cccc(NC(=O)C3CCN(C(=O)C4CCCCC4)CC3)c2)cc1	.	-4%	-8	32%	-7%	-1%
COc1ccc(CNC(=O)C2CCCN(c3nc4ccccc4o3)C2)c(OC)c1 (centres undefined)	10%	?	-30	66%[activator]	12%	0%
O=C(CSc1c2c(nc3ccccc13)CCCC2)NCc1ccco1	-16%	-3%	-35	-11%	-12%	?
CC(C)Cn1c(=S)[nH]c2cc(C(=O)NCc3ccccc3F)ccc2c1=O	.	-5%	-32	-35%	54%[activator]	-1%

In the list so far, these contain an NH in an aromatic ring:
SMILES	FBPA Giardia inh	AmpC inh detg	HCMV antiviral	AmpC no deterg	AMA1 RON2 block	Sm TGR block
NC(=O)CSc1nnc([C@@H](N)Cc2c[nH]c3ccccc23)o1	-28%	3%	7	-5%	51%[activator]	-3%
CCOC(=O)N1CCC(c2cc(=O)n3[nH]c(C)c(-c4ccc(F)cc4)c3n2)CC1	17%	?	-13	25µM*	128%[activator]	-1%
COC(=O)c1ccc2c(CCO)c[nH]c2c1	7%	3%	-31	-26%	16%	5%
Cc1[nH]c(C)c(S(=O)(=O)N(C)Cc2ccccc2)c1C(=O)N1CCCC1	9%	-11%	-19	-1%	11%	-21%
CC(C)Cn1c(=S)[nH]c2cc(C(=O)NCc3ccccc3F)ccc2c1=O	.	-5%	-32	-35%	54%[activator]	-1%

Carrying on.
SMILES	FBPA Giardia inh	AmpC inh detg	HCMV antiviral	AmpC no deterg	AMA1 RON2 block	Sm TGR block
N#Cc1ccc(-c2ccc(OCC(O)CN3CCOCC3)cc2)cc1 (centres undefined)	-3%	-1%	32	23%	-15%	.
O=C(Nc1ccc(Cl)cc1)N1CCC(c2nc(-c3ccc(F)cc3)no2)CC1	0%	-11%	-91*	-37%	1%	10%
Nc1nc(-c2ccc([N+](=O)[O-])cc2)c(C(=O)Nc2ccc(Cl)cc2)s1	-1%	0%	0	-8%	0%	9%
C(=N\N1CCN(Cc2ccccc2)CC1)/c1cccnc1	12%	-7%	-34	-13%	?	-13%
CCOc1ccc(Br)cc1C(=O)N/N=C/c1ccc([N+](=O)[O-])cc1	-1%	8%	-24	-24%	3%	2%
Cc1ccc(S(=O)(=O)N/N=C\c2cn(-c3ccccc3)nc2-c2ccccc2)cc1	-14%	-11%	-14	-48%	-10%	-12%
COc1ccc(NC(=O)CN(C)C(=O)CCC2CCCC2)cc1	.	-10%	-29	-1%	-5%	-3%
COC(=O)c1cc2oc(C)cc2n1Cc1ccc(Br)cc1F	.	26%	36	.	.	2%
c1ccc(-c2ccc(-c3ccccn3)s2)nc1	-7%	-4%	240	-17%	14%	9%
O=C(NCc1ccon1)C1CCC(=O)N(Cc2cccc(C(F)(F)F)c2)C1 (centres undefined)	3%	3%	-31	-2%	3%	5%
COc1ccc(-c2cn(CCC(=O)NCc3ccc(C)cc3)c(CCN)n2)cc1	.	-14%	-4	59%	20%	-1%
CN(C)CCNC(=O)c1onc(CSc2ccc(F)cc2)c1C(=O)NCCN(C)C	3%	-3%	?	-1%	61%[activator]	-3%
COc1ccc(S(=O)(=O)N(CC(=O)N/N=C/c2cccs2)c2ccc(C)cc2)cc1OC	8%	?	-21	-23%	-9%	9%
Cn1ncc(Br)c1C(=O)NC1CCCCCC1	.	?	-19	-10%	-1%	-11%
CCn1nnc2cc(C(=O)N3CCC(C(=O)OC)CC3)ccc21	.	.	19	-2%	-2%	.
Cn1ccnc1C1CCCCN1C(=O)c1cc(COc2ccc(F)cc2F)on1 (centres undefined)	1%	0%	-9	57%	3%	9%
CC(=O)Nc1nc(C)c(Cc2ccccc2)c(=O)[nH]1	0%	?	2	-12%	4%	-5%
Cc1ccc(C)c(NC(=O)C(C)n2c(=O)cc(C(F)(F)F)c3c(C)nn(C)c32)c1 (centres undefined)	.	16%	20	.	.	0%
Cc1ccc(N2CC(C(=O)Nc3nnc(SCc4cccnc4)s3)CC2=O)cc1 (centres undefined)	-7%	5%	14	-1%	7%	-29%
COc1ccc(CCNC(=O)CCC(=O)n2ncc3cc(C)ccc32)cc1OC	13%	?	10	-11%	41%[activator]	-13%
CC1CCCCC1NC(=O)CCS(=O)(=O)c1ccc2c(c1)NC(=O)CO2 (centres undefined)	11%	?	-23	-11%	12%	30%
Nc1ccc2nc(CCCCc3nc4ccccc4[nH]3)[nH]c2c1	13µM*	-12%	17	-29%	-16%	0%

Screens as filed in PubChem.
